High-throughput results (PubChem)
H9c2 TAG inh: inhibitors of triacylglycerol accumulation. 230,000 tested, 0.66% active. inhibition, % at 12.5 µM. H9c2 cells, Nile Red lipid (TAG) fluorescence; cells loaded with 200 µM oleic acid. AID 651582;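 active = pattern-corrected inhibition of lipid staining of at least 50% with the nuclear-stain viability signal not falling by more than 50%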;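 note: 0% = DMSO wells and 100% = triacsin C control wells; some results filed as inactive read as strong as hits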
H9c2 TAG inh DAPI viability: recorded beside H9c2 TAG inh, whose call it bears; DAPI nuclei signal change (viability), lower = more cytotoxic, %;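 whole-well DAPI fluorescence read on a plate reader as a viability signal; minus 50 percent equals half of cells still viable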
Active calls of the source: *.

SMILES	H9c2 TAG inh	H9c2 TAG inh DAPI viability
CN(C)c1ccc(S(=O)(=O)NCC(=O)OCC(=O)NC(=O)C2CCCCC2)cc1[N+](=O)[O-]	13	8
COc1ccc(NS(=O)(=O)c2cc3c(cc2C)N(C)CCO3)cc1	-8	2
O=C(COC(=O)CC1SC(N2CCCC2)=NC1=O)Nc1c(F)c(F)c(F)c(F)c1F (configuration not stated)	15	-2
COc1cc(/C=C/C(=O)O)cc(S(=O)(=O)N2CCc3ccccc3C2)c1OC	-11	7
c1ccc(-c2nc3ccccc3o2)nc1	-10	3
O=C(NCCc1c[nH]c2ccccc12)c1ccc(S(=O)(=O)NCc2ccco2)cc1	-27	6
CC1=C(C/C=C(\C)CCCC(C)CCCC(C)CCCC(C)C)C(=O)c2ccccc2C1=O (configuration not stated)	3	-3
CCCCn1c(N)c(N(CC)C(=O)c2cc(CC)c(C)s2)c(=O)[nH]c1=O	8	1
C/C(=N\Nc1ccc(Cl)c(Cl)c1)c1ccc(-n2ccnc2)cc1	40	4
Cc1ccc(CN2CC(C(=O)NCCCn3nc(C)cc3C)CC2=O)cc1 (configuration not stated)	-5	0
Cc1[nH]c2ccccc2c1C(=O)NS(=O)(=O)Nc1ccc(F)cc1	4	4
COc1ccc(COc2cc(-c3cccc(OC)c3)nc3ccc(NC(=O)c4ccc(Cl)cc4)cc23)cc1	39	23
O=C(Cn1nc(-c2ccccc2)oc1=O)OCC(=O)c1ccc(F)c(F)c1	12	-2
CCCOc1cccc(C(=O)N/N=C/c2ccoc2)c1	1	-1
O=C(NN1C(=O)c2ccccc2C1=O)C1CCCCC1	0	-3
CC(C)(C)OC(=O)[C@H](Cc1ccccc1)NC(=O)c1nc[nH]c1C(=O)N[C@@H](Cc1ccccc1)C(=O)OC(C)(C)C	-10	-9
COC(=O)C(C)n1cnc2c(nnn2-c2ccc(C)cc2)c1=O (configuration not stated)	-12	10
O=C(COC(=O)c1cc(S(=O)(=O)N2CCCC2)ccc1O)Nc1ccc(F)cc1F	-9	-8
CCCn1c(CN2CCN(c3cccc(Cl)c3)CC2)nc2c1c(=O)n(C)c(=O)n2C	-10	8
COc1ccc(Br)c(C(=O)OCC(=O)NC2CC2)c1	-7	-4

Shown field by field: 3 of the compounds above.
> COc1ccc(Br)c(C(=O)OCC(=O)NC2CC2)c1
  H9c2 TAG inh = -7 | H9c2 TAG inh DAPI viability = -4
> COc1cc(/C=C/C(=O)O)cc(S(=O)(=O)N2CCc3ccccc3C2)c1OC
  H9c2 TAG inh = -11 | H9c2 TAG inh DAPI viability = 7
> CC1=C(C/C=C(\C)CCCC(C)CCCC(C)CCCC(C)C)C(=O)c2ccccc2C1=O (configuration not stated)
  H9c2 TAG inh = 3 | H9c2 TAG inh DAPI viability = -3

Continuation.
SMILES	H9c2 TAG inh	H9c2 TAG inh DAPI viability
CCCNC(=O)N(C)C[C@@H]1Oc2cc(Br)ccc2S(=O)(=O)N([C@@H](C)CO)C[C@H]1C	-3	-2
O=C1NC[C@H](Cc2ccccc2)N(CC2CCN(CCC3CCCC3)CC2)C1=O	7	-1
O=[N+]([O-])c1ccc(N/N=C/c2cccs2)nc1	-23	11
CCOC(=O)C1CCCN(C(=S)NC(=O)c2cc(Br)ccc2Cl)C1 (configuration not stated)	-32	1
O=S(=O)(c1cc(Cl)ccc1Cl)N1CCC2(CC1)OCCO2	-27	4
CC12CCC(=O)N1C(C(=O)NNC(=O)COc1ccc(Br)cc1)CS2 (configuration not stated)	-2	2
O=C(COC(=O)/C=C/c1cccc(Br)c1)NC1CC1	-13	7
COC(=O)c1ccc(N2CCN(CC(=O)c3ccc(C)cc3)CC2)c([N+](=O)[O-])c1	-3	7
O=C(CCNS(=O)(=O)c1ccccc1)NNC(=O)COc1ccccc1F	-14	5
Cc1ccc(F)cc1NC(=O)c1c(-c2ccccc2)noc1C	0	2
COc1cccc(C2c3[nH]c4ccccc4c3CCN2CCCn2cccn2)c1 (configuration not stated)	-8	28
COC(=O)[C@@]12CCCN1[C@H](c1ccc(-c3ccc4c(c3)OCO4)cc1)[C@H]1C(=O)N(C)C(=O)[C@H]12	9	-4
Cc1ccc(-n2c(=O)cc(N3CCCCCC3)[nH]c2=O)cc1	-16	-4
CN(C)c1ccc(C(=O)N(Cc2ccccc2)Cc2ccccc2)cc1	-25	-12
C/C(=N\NC(=O)c1c([N+](=O)[O-])c(C)nn1C)c1ccc(NC(=O)c2ccc(C)o2)cc1	6	1
Cn1c(SCC(=O)N2c3ccccc3CCc3ccccc32)nnc1-c1ccc(O)cc1	0	-6
Nc1nnc(SCC(=O)NCC(=O)Nc2ccc(F)c(F)c2F)s1	17	-4
Cc1ccc(C(=O)Nc2ccc(Oc3cccc(C(F)(F)F)c3)nc2)cc1	-14	1
CCOC(=O)CSc1ccc(C(=O)Nc2ccc(Cl)cc2)cn1	-5	0
COc1ccc(-n2nnc3c(SCC(=O)NCC4CCCO4)ncnc32)cc1 (configuration not stated)	-19	-3
CC(=O)c1cccc(NC(=O)c2c(-c3c(F)cccc3Cl)noc2C)c1	0	-4
O=C(CSc1nnc(CNC(=O)c2ccc(F)cc2)o1)NCc1ccc(F)cc1	-23	1
CC(C)N(C(=O)[C@H]1C[C@H](CC(=O)NCC23CC4CC(CC(C4)C2)C3)C(=O)N2CCc3c([nH]c4cc(-c5ccco5)ccc34)[C@]12C)C(C)C	28	0
c1ccc(CSc2nnc(-c3cccnc3)o2)cc1	-2	3
COc1ccc(N(CCC(=O)O)S(=O)(=O)c2ccc(C)c(C)c2)cc1	6	0
COC(=O)[C@@]12CCCN1[C@H](c1ccc(-c3cccc(Cl)c3)cc1)[C@H]1C(=O)N(C)C(=O)[C@H]12	-12	-2
CCCCCCc1nc2ccccc2c(=O)n1N	0	-2
CC(C)(C)C1CCc2c(sc(NC(=O)c3cccs3)c2C(=O)N2CCCCC2)C1 (configuration not stated)	-4	8
CCCCCC(=O)Nc1cccc(C2=NOC3(C2)C[C@@H](C(N)=O)N(C(=O)C2(C)CC2)C3)c1 (some centres not stated)	1	-6
COc1ccc(C(=O)Nc2cc(Cl)ccc2N2CCOCC2)cc1S(=O)(=O)N1CCOCC1	32	-11
Cn1nc(C(F)(F)F)c(-c2cccc(C(F)(F)F)c2)c1NC(=O)Nc1ccc(F)cc1	10	11
O=[N+]([O-])c1ccc(Cl)c(S(=O)(=O)Nc2cccc(S(=O)(=O)NC3=NCCC3)c2)c1	11	3
COc1ccc(-c2nnc(OC)c3ccccc23)cc1	1	-1
CCOC(=O)c1cccc(N2C(N)=NC(N)=NC2(C)C)c1	-1	-9
S=C(Nc1ccc2nccnc2c1)N1CCOCC1	12	-3
S=C1NC2(CCCCC2)Nc2ccccc21	-19	6
CCN(CC)c1ccc(/C=N/NC(=O)Cc2nnc(NC(=O)Nc3ccccc3)s2)cc1	5	23
CN(C)S(=O)(=O)c1ccc(C(=O)NC(=O)CSc2nncs2)cc1	-13	-1
Cc1ccc(-n2c(C)c3c(C)nnc(C)c3c2C)cc1C	-2	8
CN1CCN(C(=O)c2ccc(-c3ccc(Br)cc3)o2)CC1	-1	10
Cc1ccc(OCC(=O)NCc2cccs2)c([N+](=O)[O-])n1	6	-6
COC(=O)c1ccc(Oc2coc3cc(OCc4ccc([N+](=O)[O-])cc4)ccc3c2=O)cc1	12	5
Cc1ccc(C(=O)NCC(C)(C)N2CCOCC2)s1	-20	9
Cc1ccc(C(=O)NCC(=O)N/N=C/c2sccc2C)cc1[N+](=O)[O-]	20	-11
COc1ccc(C(O)c2nc(-c3ccccc3C)cs2)cc1 (configuration not stated)	-9	0
O=c1c2ccccc2nnn1-c1ccc(Br)cc1	-39	-1
COc1ccc(-c2cc(-c3ccccc3)c(C#N)c(SCC(=O)O)n2)cc1	15	-4
CCOc1ccc(CCN2CN(CC)CNC2=S)cc1OCC	9	3
Fc1ccccc1COc1ccc(Br)cc1CNCc1cccnc1	-4	7
COC(=O)C1CCN(c2nc3ccccc3nc2C(C#N)C(=O)OCC(C)C)CC1 (configuration not stated)	11	-12
COc1ccc2c(Cl)c(C(=O)N/N=C3\CCCC(=O)C3)sc2c1	-16	-4
Cc1cc(C(=O)OCC(=O)Nc2ccccc2C#N)c(C)o1	9	-2
CCOc1ccc(S(=O)(=O)N2CCN(C(=O)CN3C(=O)NC4(CCCC4)C3=O)CC2)cc1	-2	-2
C=CCNC(=O)C1CC2Cn3c(nc4ccccc43)C2N1C (configuration not stated)	16	1
COCCNC(=O)CN(Cc1ccc2c(c1)OCO2)C(=O)CCC(=O)Nc1nccs1	-2	0
Cc1sc2nc(-c3ccccc3)oc(=O)c2c1C	-17	8
Cc1ccccc1-c1nc2sc3c(c2c(=O)n1N)CCCC3	-15	4
Cc1ccc2cc(NC(=O)C3(C)CCN3C(C)C)ccc2n1 (configuration not stated)	-1	4
C=CCOc1cccc(C2/C(=C(/O)c3ccccc3)C(=O)C(=O)N2CCN2CCOCC2)c1 (configuration not stated)	11	-11
Cc1cc(C(F)F)nn1CC(=O)NCc1ccc(Cl)cc1Cl	-17	9

Complete entries, quoted from the list:
COC(=O)C(C)n1cnc2c(nnn2-c2ccc(C)cc2)c1=O (configuration not stated) is listed as H9c2 TAG inh: -12; H9c2 TAG inh DAPI viability: 10
COC(=O)[C@@]12CCCN1[C@H](c1ccc(-c3ccc4c(c3)OCO4)cc1)[C@H]1C(=O)N(C)C(=O)[C@H]12 is listed as H9c2 TAG inh: 9; H9c2 TAG inh DAPI viability: -4

Additional entries.
SMILES	H9c2 TAG inh	H9c2 TAG inh DAPI viability
O=C(NNC(=S)NCc1ccccc1)c1ccc2c(c1)OCO2	-5	11
CCOC(=O)c1cnc2nc(C(F)(F)F)[nH]n2c1=O	1	-1
COc1ccc2c(c1)CCC/C2=N\OC(=O)c1ccccc1F	5	-15
CCOc1ccc(-n2c(SCC(=O)NCc3ccco3)nc3c(c2=O)SCC3)cc1	10	-2
COc1cc(NC(=O)c2ccc(NC3=NC4CS(=O)(=O)CC4S3)cc2)cc(OC)c1OC (configuration not stated)	4	-1
CN(CCOc1ccccc1)C(=O)CNC(=O)c1ccc(C(C)(C)C)cc1	-9	7
COc1cccc(C(C)(O)c2nc(-c3cccc(NC(C)=O)c3)cs2)c1 (configuration not stated)	-12	3
CCCNC(=O)CN1C(=O)NC(Cc2c[nH]c3ccccc23)C1=O (configuration not stated)	-15	9
COc1ccc(C(=O)/C=C/Nc2cc(C)ccn2)cc1	1	6
COc1nc(-c2ccccc2)ccc1-c1noc(-c2ccccc2F)n1	-11	3
NC(=S)COc1ccccc1	-9	9
CCOc1ccc(OCCN(C)Cc2ccccc2)cc1	-25	24
C[C@@H]1CCCCO[C@@H](CN(C)C(=O)c2ccncc2)[C@@H](C)CN([C@H](C)CO)C(=O)c2cc(NC(=O)Cc3ccccc3)ccc2O1	-6	10
COC(=O)C1C(=O)c2c([nH]c(C(=O)OCCSC)c2C)CC1C (configuration not stated)	2	-4
O=C(O)Cc1sc(=O)[nH]c1O	-7	6
Cn1cc(S(=O)(=O)NC2CCCCC2)c(=O)n(C)c1=O	-1	1
CC(C)(C)CC(=O)NCc1cccs1	9	3
Cc1cc(C)nc(SCC(=O)NCc2ccco2)n1	10	-9
CCOC(=O)N/N=C/C=C/c1ccccc1[N+](=O)[O-]	8	-6
Cc1cc(C)n(-c2ccc(N3CCOCC3)nn2)n1	4	2
COc1ccc(S(=O)(=O)N2CCN(C(=O)c3cccc(Cl)c3)CC2)cc1	19	-14
O=C(Nc1cccc(S(=O)(=O)N2CCOCC2)c1)c1cccc(S(=O)(=O)N2CCCCC2)c1	0	4
CCOc1c(OC)cccc1C1CC(=O)Nc2cc(OC)c(OC)cc21 (configuration not stated)	-17	2
CN(C)c1ccc(P(=O)(OCc2ccccc2)C(O)c2ccc(Br)cc2)cc1 (configuration not stated)	-20	-1
N#C/C(=C\c1c[nH]c2ccccc12)C(=O)NC1CCCC1	-13	2
COC(=O)C(O)(CC(=O)Nc1cc(Cl)ccc1Cl)C(F)(F)F (configuration not stated)	2	-2
CCCNC(=O)CSc1ccc(S(=O)(=O)N(C)C2CCCCC2)cn1	-2	8
CCCC(=O)Nc1nnc(CCc2ccccc2)s1	-2	0
Cn1c2ccccc2c(=O)c2ccc(F)cc21	3	15
Cc1nn(Cc2ccccc2)c(C)c1NC(=O)c1noc2c1CCc1ccccc1-2	-15	0
C/C(=N/OC(=O)C1CC1c1ccccc1)c1ccccc1 (configuration not stated)	-11	4
Cc1ccc(-c2nc(CSc3nc4ccccc4c(=O)n3C)cs2)cc1	-18	7
COc1ccc(NC(=O)CCS(=O)(=O)c2ccc(OC)cc2)cc1	4	-1
COCC(=O)N1CCC(Oc2ccc(C(=O)N3CCCCCCC3)cc2)CC1	18	1

These rows are one share of the data; the hit share may differ from the screen's.
